Screening data from PubChem BioAssay.
miR-122 sensor – inhibitors of miR-122 in Huh7 cells; activation (reporter increase), % at 12.5 µM; AID 602342; Huh7 miR-122 Renilla luciferase sensor, 48 h; neutral wells = 0, positive control = 100; 340,000 tested, 0.3% active;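 active means mean replicate activation score at least 90 and every replicate individually at or above 90; inconclusive means only one of the two criteria met; inactive means neither criterion met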;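 further: higher luciferase means less miR-122 activity so hits act as miR-122 inhibitors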
PAX8 reporter – lowers PAX8-driven luciferase in RMG-I cells. RMG-I TPO-luciferase reporter, SteadyGlo, 24 h. inhibition, % at 12.6 µM. 360,000 tested, 1.2% active;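 active means mean replicate inhibition at least 60% with every replicate also reaching 60%; inconclusive means only one of the two criteria is met; inactive means mean below 60% and not all replicates reaching 60%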;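 further: luciferase light reporting Pax8 driven TPO promoter activity; plate controls were median of neutral control wells for no effect and mitoxantrone controls for full effect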
F508del corr – correctors of CFTR F508del function in bronchial epithelial cells; activity (quench increase), % at 7.58 µM; 350,000 tested, 0.36% active; AID 720511; CFBE cells, YFP halide quenching; stimulated with forskolin plus potentiator P3; % fluorescence drop versus neutral controls;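 active means mean added fluorescence quench of at least 8% versus neutral control, with both replicates also reaching 8%; inconclusive means only one of the mean or replicate conditions met; inactive means mean below 8% and not both replicates reaching 8%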;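 further: cells transiently co-express mutant CFTR-F508del with the halide-sensitive YFP; corrector assay measuring rescue of mutant channel to the surface after 24 h compound exposure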
DENV2 CPE – inhibitors of DENV2 cytopathic effect; DENV2-infected cells, cytopathic effect rescue, plate reader; CPE inhibition, % at 9.99 µM; 350,000 tested, 1.7% active; in the data active means CPE inhibition above about 20%, passing the limit was not always enough; inconclusive means no clear call, values can overlap the other calls; tested in BHK-21 cells;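 further: 0% = median of neutral control wells and 100% = median of positive control wells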
FN deposition inh – fibronectin deposition inhibition; AH1F fibroblasts, Alexa488-fibronectin deposition fluorescence, overnight; AID 743247; 350,000 tested, 0.086% active; inhibition, % at 12.6 µM;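 active means mean inhibition across replicates of 30% or more, regardless of how many single replicates reach that level; inconclusive means mean under 30% yet at least half of replicates reach 30%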;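 further: positive control wells lacked labelled fibronectin entirely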
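material = AH1F fibroblast monolayer depositing Alexa488-labelled fibronectin into matrix | amount = 10000 AH1F cells/well | buffer or medium = DMEM plus 2% serum, read in PBS | incubation = 1 h cell adhesion before compound, then overnight fibronectin incubation | detection = fluorescence at 485 nm excitation, 525 nm emission | evaluation = percent inhibition as loss of matrix-bound fibronectin fluorescence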
EWS-Fli inh – inhibitors of EWS/Fli oncoprotein transcriptional activity; A673 NR0B1-luciferase reporter, viability-normalised; inhibition, % at 12.6 µM; 350,000 tested, 0.67% active;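 active means mean inhibition of at least 50% after viability correction, with every replicate also passing that limit; inconclusive means mean reaches 50% but only one of two replicates passes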;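 further: firefly luciferase signal divided by Alamar Blue viability fluorescence both relative to DMSO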
INS-1E GSIS act – primary screen for activators of insulin secretion dependent on glucose, INS-1E cells, GLuc reporter luminescence | AID 743287 | activation, % at 16.6 µM | INS-1E GLuc reporter insulin secretion, 2-3 h | 370,000 tested, 0.61% active;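 active means lowest replicate activation of at least 40%, so every replicate reaches that level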;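 further: 0% = median of neutral control wells and 100% = median of IBMX positive control wells; some compounds called inactive have numbers as strong as hits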
* = called active by the depositor; ? = inconclusive; nt = not tested or not shown; [ ] = dose if it differs, or a comment.

mol	miR-122 sensor	PAX8 reporter	F508del corr	DENV2 CPE	FN deposition inh	EWS-Fli inh	INS-1E GSIS act
O=C(Cn1nnc(-c2ccc(Cl)cc2)n1)NC1CCS(=O)(=O)C1 (stereo not drawn)	1	-5	1.9	0	1	-2	5
O=S(=O)(c1ccccc1)N1CC2(C1)[C@@H](c1ccccc1)[C@@H](CO)N2CCC(F)(F)F	nt	9	-0.2	-2	-1	3	-5
COc1ccccc1-c1c(-c2ccc(OCC(=O)NN)cc2O)n[nH]c1C(F)(F)F	-1	7	nt	-2	-3	-2	-1
C[C@@H](NC(=O)C[C@@H]1CC[C@H](NS(=O)(=O)c2cccc(F)c2)[C@@H](CO)O1)c1ccccc1	nt	nt	-0.9	-4	-5	nt	-2
CNC(=S)Nn1cnc2ccccc21	7	-9	-3.1	-5	0	-13	0
CC(C)(C)N1CC(COc2ccccc2)OC1=O (stereo not drawn)	-2	-27	nt	nt	2	nt	nt
O=C(CCC(=O)OCC(=O)c1cccc([N+](=O)[O-])c1)Nc1ccccc1Cl	-6	12	nt	nt	9	nt	nt
COCC(=O)N(C)C[C@H]1Oc2ncc(-c3ccc(F)cc3)cc2C(=O)N([C@H](C)CO)C[C@H]1C	-1[16.7 µM]	nt	0.9	-5	nt	-4	17
COc1ccc(OC(=O)c2cccc(S(=O)(=O)N3CC(C)OC(C)C3)c2)cc1 (stereo not drawn)	-4	8	0.6	-2	2	9	-21
CC1=C(C(=O)OCc2ccccc2)C(c2ccc([N+](=O)[O-])cc2)NC(=O)N1C (stereo not drawn)	-2	27	0.9	-2	3	6	-15
O=C(COC(=O)C1CCC(N2C(=O)C3C4CCC(C4)C3C2=O)CC1)c1ccc(F)cc1 (stereo not drawn)	nt	-24	-1.1	8	1	1	-9
COc1ccc(OC2C(=O)N(c3cc(C)ccc3C)C2c2ccc(OC)c(OC)c2)cc1 (stereo not drawn)	-5	-4	nt	nt	7	nt	-22
CCC(C)NC(=O)CN(c1ccc(Cl)c(Cl)c1)S(C)(=O)=O (stereo not drawn)	-2	-1	2.2	-1	-2	-5	-1
C[C@H](CO)N1C[C@H](C)[C@H](CN(C)C(=O)Nc2ccc3c(c2)OCO3)Oc2cc(C#Cc3ccncc3)ccc2S1(=O)=O	-9[16.7 µM]	72*	2.0	?	nt	22	-1
CC(CCc1ccccc1)NC(=O)CN(C)Cc1ccccc1F (stereo not drawn)	3	-10	2.5	-1	3	6	-22
N#C[C@H]1[C@H](c2ccc(-c3cccnc3)cc2)[C@@H](CO)N1C(=O)C1CC1	nt	2	-0.9	-6	9	-2	8
COc1ccc(S(=O)(=O)N(C)C)cc1NC(=O)c1ccc(OCC2CCCO2)cc1 (stereo not drawn)	-2	21	0.9	4	4	-11	nt
CCCOC(=O)C[N+](C)(C)CCOC1CC2CCC1(C)C2(C)C (stereo not drawn)	nt	25	-1.0	-1	1	15	-6
CCCCCCn1c2c(c(=N)c3c1CCC3)CCC2	-17	nt	nt	nt	-5	nt	-29
O=C(NN1C(=O)C2C3c4ccccc4C(c4ccccc43)C2C1=O)c1ccccc1 (stereo not drawn)	nt	-18	nt	nt	-5	nt	3

A run of entries of the results above, as a working copy:
mol	miR-122 sensor	PAX8 reporter	F508del corr	DENV2 CPE	FN deposition inh	EWS-Fli inh	INS-1E GSIS act
N#C[C@H]1[C@H](c2ccc(-c3cccnc3)cc2)[C@@H](CO)N1C(=O)C1CC1	nt	2	-0.9	-6	9	-2	8
COc1ccc(S(=O)(=O)N(C)C)cc1NC(=O)c1ccc(OCC2CCCO2)cc1 (stereo not drawn)	-2	21	0.9	4	4	-11	nt

Returning to the listing; the two compounds before the break are reprinted first.
mol	miR-122 sensor	PAX8 reporter	F508del corr	DENV2 CPE	FN deposition inh	EWS-Fli inh	INS-1E GSIS act
CCCCCCn1c2c(c(=N)c3c1CCC3)CCC2	-17	nt	nt	nt	-5	nt	-29
O=C(NN1C(=O)C2C3c4ccccc4C(c4ccccc43)C2C1=O)c1ccccc1 (stereo not drawn)	nt	-18	nt	nt	-5	nt	3
CN(C)C(CNC(=O)C1CCCN1C(=O)c1cccs1)c1ccccc1 (stereo not drawn)	-4	12	0.4	-6	1	-2	nt
O=C(Cc1ccccn1)N[C@@H]1CC[C@@H](CCn2cc(-c3cccnc3)nn2)O[C@H]1CO	nt	16	2.6	2	nt	-8	3
Cc1ccsc1C(=O)N1CCC1(C)C(=O)NS(=O)(=O)c1ccccc1 (stereo not drawn)	-13	nt	-1.7	0	7	-10	-1
C[C@@H]1CCCCO[C@H](CN(C)CC2CCCCC2)[C@H](C)CN([C@H](C)CO)C(=O)c2cc(NC(=O)Nc3ccc4c(c3)OCO4)ccc2O1	-31[16.7 µM]	-12	-0.5	1	nt	-9	-28
CCCn1c(=S)[nH]c2cc(C(=O)NCC3CCCO3)ccc2c1=O (stereo not drawn)	-5	16	-0.1	2	8	7	5
C[C@H](CO)N1C[C@H](C)[C@H](CN(C)C(=O)C2CCCCC2)OCCCC[C@H](C)Oc2ccc(NC(=O)Cc3ccccc3)cc2C1=O	-1[16.7 µM]	14	-0.8	0	nt	-2	-23
CC(/C=N/NC(=S)Nc1cccc(S(=O)(=O)N(C)C)c1)c1ccccc1 (stereo not drawn)	2	-12	-1.4	-2	0	7	-3
CCCCN(C)C(=O)C1CCN(Cc2cccc(OCc3ccccc3)c2)CC1	-9	6	-1.1	-2	-5	10	-26
O=C(O)/C=C/c1cnc[nH]1	-3	-1	-4.5	12	-8	-20	3
COc1cccc(CNc2nc3cc(-c4ccc(F)cc4)sc3c(=O)n2C)c1OC	-9	21	0.2	-3	3	4	9
Cc1ccc(OCc2nc(-c3ccccn3)no2)c(Br)c1	0	-9	nt	nt	-2	nt	nt
CCn1nc(NC(=O)C2CCCO2)c2cc3cc(C)ccc3nc21 (stereo not drawn)	nt	-119	3.3	-2	-17	-30	13
C[C@H]1CN([C@@H](C)CO)C(=O)Cc2cc(NC(=O)Nc3ccc(C(F)(F)F)cc3)ccc2O[C@@H]1CN(C)Cc1ccc(C(F)(F)F)cc1	9[16.7 µM]	2	0.0	-27	nt	5	18
O=C(COC(=O)/C=C/c1ccc(OC(F)F)cc1)Nc1cccc(S(=O)(=O)N2CCCC2)c1	-3	-3	-1.8	-4	2	7	20
CN(C(=O)Cn1nnc(-c2ccc(F)cc2)n1)C1CCS(=O)(=O)C1 (stereo not drawn)	-3	-6	-4.1	16	6	6	nt
O=C(C[C@@H]1C[C@@H]2c3cc(NS(=O)(=O)c4ccc(F)cc4)ccc3O[C@@H]2[C@H](CO)O1)NCc1ccccc1F	-2[16.7 µM]	6	3.1	4	14	2	6
C=CCN(c1ccccc1OC)S(=O)(=O)c1ccc(Cl)c(C(=O)NCc2ccco2)c1	6	20	-2.2	-2	-15	9	nt
FC(F)(F)c1nnc2c(Sc3ccccc3)nc3ccc(Cl)cc3n12	307*	113*	nt	nt	8	nt	nt
O=C(CC1CC1)N1CC[C@@H]2[C@H](CO)Nc3ccc(-c4cccc(F)c4)cc3[C@@H]21	-11[16.7 µM]	17	2.2	-7	-16	-5	2
O=c1c(-c2n[nH]c(=S)n2-c2ccccc2)cccn1Cc1cccc(Cl)c1	nt	-8	2.7	-3	-4	1	28
Cc1ccc(S(=O)(=O)NN=C2CC3CCC2(C)C3(C)C)cc1 (stereo not drawn)	81	11	-1.1	-6	-2	0	nt
NC(=O)CC[C@@H]1NC(=O)[C@H](Cc2ccc(O)cc2)NC(=O)c2cc([N+](=O)[O-])cc(F)c2OCC[C@@H](C(N)=O)NC1=O	-5	-10	2.4	-18	3	-7	6
C[C@H]1CN([C@@H](C)CO)C(=O)c2cc(/C=C/c3ccccc3)cnc2O[C@@H]1CN(C)S(=O)(=O)c1ccccc1	19[16.7 µM]	nt	-1.7	-3	-14	16	23
CCOc1ccc(N(C(=O)c2ccc3c(c2)OCO3)C2C=CS(=O)(=O)C2)cc1 (stereo not drawn)	-4	0	0.8	4	4	-2	74
CC(C)C(N)c1csc(Nc2ccc(C(F)(F)F)cn2)n1 (stereo not drawn)	2	-24	-3.9	2	-1	-30	nt
CCOc1cccc(-c2cc(NCCc3ccccn3)n3nccc3n2)c1	-6	0	-7.3	?	1	-2	nt
Cc1cc(/C=C2/NC(=O)N(Cc3ccccc3F)C2=O)c(C)n1C	-3	10	0.5	-8	nt	-28	3
COc1ccccc1N1CCN(Cc2cc(=O)oc3cc(C)cc(C)c23)CC1	1	-13	1.7	-2	3	-14	9
CCc1cccc(NC(=O)C2CCCN(S(=O)(=O)c3ccc4[nH]c(=O)ccc4c3)C2)c1 (stereo not drawn)	4	21	-0.2	1	9	nt	4
COC(=O)c1cc(CNC(=O)C2CC(=O)N(c3ccc4c(c3)OCCO4)C2)ccc1OC (stereo not drawn)	nt	7	-1.0	0	-11	-2	nt

miR-122 sensor, entries above that show a hit.
SMILES	miR-122 sensor	F508del corr	DENV2 CPE	INS-1E GSIS act
FC(F)(F)c1nnc2c(Sc3ccccc3)nc3ccc(Cl)cc3n12	307*	nt	nt	nt

More entries follow.
mol	miR-122 sensor	PAX8 reporter	F508del corr	DENV2 CPE	FN deposition inh	EWS-Fli inh	INS-1E GSIS act
COCCOC(=O)N1C(=O)[C@@]2(c3cc(C#CCNC(N)=O)ccc31)[C@H](c1ccccc1OCCO)N1[C@H](c3ccccc3)[C@H](c3ccccc3)OC(=O)[C@H]1[C@@H]2C(N)=O	nt	11	-1.0	5	nt	-7	nt
O=C(CC1Nc2ccccc2NC1=O)Nc1cc(Cl)cc(Cl)c1 (stereo not drawn)	13	nt	nt	nt	-3	nt	8
O=C(C[C@H]1CC[C@@H](NC(=O)c2cnccn2)[C@H](CO)O1)NCc1ccccc1F	10[16.7 µM]	2	0.1	5	-7	3	19
COC(=O)[C@@H]1[C@@H](CO)[C@@H]2Cn3c(ccc(-c4cccc(F)c4)c3=O)[C@@H]2N1Cc1ccccn1	0[16.7 µM]	-5	1.9	1	nt	3	11
C[C@@H]1CN([C@H](C)CO)C(=O)Cc2cc(NC(=O)Cc3cn(C)c4ccccc34)ccc2O[C@H]1CN(C)C(=O)Nc1ccccc1	-2[16.7 µM]	-35	0.7	4	nt	-5	-1
CCSc1cnnc2ccccc12	-3	20	2.9	0	nt	7	18
CN1CCN(Cc2nc3c([nH]2)c(=O)[nH]c(=O)n3C)CC1	-5	-5	nt	nt	7	nt	nt
CC(C)CCN1C(Nc2ccccc2)=NC[C@@H]1CC(C)C	nt	-11	2.8	-2	-9	0	9
CCC(=O)N(CCC(c1ccco1)C(C)C)Cc1ccccc1 (stereo not drawn)	0	19	1.9	1	2	9	-4
CN(c1ccccc1)c1nc(N)c([N+](=O)[O-])c(N2CCCC2)n1	-1	-86	-1.2	14	16	-59	-11
COc1cccc(NC(=O)N(C)C[C@@H]2OCc3ccccc3-c3c(n(C)c4ccccc34)C(=O)N([C@H](C)CO)C[C@@H]2C)c1	nt	7	-2.3	2	5	7	-24
Cc1ccc(S(=O)(=O)CCC(=O)Nc2ccc(Br)cc2)cc1	6	12	-0.7	-3	-4	-8	-31
